LEDGF integ inh – blocks HIV-1 LEDGF/p75-dependent DNA integration; TR-FRET IN-LEDGF/p75 DNA integration, Eu/Cy5; AID 743269; 370,000 tested, 0.64% active; inhibition, % at 3.7 µM;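 active = inhibition above the screen-wide mean plus 3 SD, cut at about 13% in these data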;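 note: signal is the Cy5 over europium emission ratio at 671 and 618 nm; 0% = plate median of compound wells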
SIAE inh – blocks human sialic acid acetylesterase | SIAE FP-Rh probe binding, fluorescence polarization | inhibition, % at 9.66 µM | 370,000 tested, 0.69% active;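 active = inhibition above a cutoff: mean of compounds within the control limits plus 3 SD of those, cut at about 17% in these data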;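 note: 0% = plate median of compound wells and 100% = probe without SIAE protein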
proKLK7 act – activates the human kallikrein-7 zymogen; purified proKLK7, EDANS-DABCYL substrate fluorescence; 100% is mature enzyme control, 0% vehicle; activation, % at 7 µM; 370,000 tested, 0.9% active; AID 652039;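 active = activation above the mean of all tested compounds plus 3 SD, computed per campaign excluding outliers beyond control limits, cut at about 13% in these data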
Target sequence (P49862 whole entry, looked up): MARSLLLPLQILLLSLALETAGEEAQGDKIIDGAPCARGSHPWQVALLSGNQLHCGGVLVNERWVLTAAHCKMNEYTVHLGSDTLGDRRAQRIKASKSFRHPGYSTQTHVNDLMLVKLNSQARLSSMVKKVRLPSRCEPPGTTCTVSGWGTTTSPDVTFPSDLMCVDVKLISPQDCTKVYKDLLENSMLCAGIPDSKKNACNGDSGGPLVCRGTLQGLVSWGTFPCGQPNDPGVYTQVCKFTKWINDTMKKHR
UHRF1 binding – blocks human UHRF1 binding to methylated DNA; Q96T88; UHRF1 binding to methylated oligo, TR-FRET; inhibition, % at 4.4 µM; 370,000 tested, 0.75% active; in the data active = inhibition above about 21%;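 note: UHRF1 SRA domain binding a hemimethylated CpG hairpin DNA probe; 0% = median of test compound wells and 100% = reference inhibitor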
MBD2 DNA inh – blocks human MBD2 binding to methylated DNA. Q9UBB5. TR-FRET, MBD2 binding to methylated oligonucleotide. inhibition, % at 4.4 µM. 370,000 tested, 0.31% active. AID 686964; in the data active = inhibition above about 13%
TDP2 absorb – TDP2 (human) inhibition, absorbance primary screen | 370,000 tested, 0.34% active | O95551 | inhibition, % at 12.8 µM | recombinant TDP2, T5PNP hydrolysis, p-nitrophenol absorbance 415 nm;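 active = inhibition above the mean of all tested compounds plus 3 SD, set per campaign, cut at about 25% in these data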;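 note: 0% = DMSO with enzyme and 100% = buffer with substrate but no TDP2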
Target sequence (O95551 whole entry, looked up): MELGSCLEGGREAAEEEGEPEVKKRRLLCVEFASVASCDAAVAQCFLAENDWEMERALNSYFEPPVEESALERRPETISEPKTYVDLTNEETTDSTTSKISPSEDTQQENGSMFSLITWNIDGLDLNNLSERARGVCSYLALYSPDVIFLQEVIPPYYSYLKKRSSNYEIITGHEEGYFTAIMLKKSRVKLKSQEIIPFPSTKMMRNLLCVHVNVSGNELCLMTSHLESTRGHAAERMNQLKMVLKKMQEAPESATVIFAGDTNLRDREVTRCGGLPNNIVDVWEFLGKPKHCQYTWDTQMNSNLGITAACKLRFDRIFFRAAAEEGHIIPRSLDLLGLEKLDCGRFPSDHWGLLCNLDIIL
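Material: recombinant human TDP2; quantity: TDP2 enzyme at 120 nM final; medium: Tris-HCl pH 7.5 with MgCl2; compound: single concentration, 12.8 µM nominal, with 1% DMSO; incubation: 2 h enzyme incubation at 37 °C; signal: epi absorbance; measure: percent inhibition; benchmarks: high control without enzyme, low control DMSO plus TDP2; repeats: singlicate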
TCR CD3 inh – human TCR-CD3 binding inhibition | TAMRA-labeled TCR probe fluorescence, biochemical | inhibition, % at 9.4 µM | 360,000 tested, 0.37% active | AID 651800; in the data active = inhibition above about 19%;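 note: recombinant mutant TCR 2C K166C tagged with TAMRA read by polarization; 0% = receptor in buffer alone and 100% = receptor with positive control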
Tn7 DDE FP – DD(E)-Tn7 binding inhibition, primary FP screen | P02675 | FP displacement of FITC-Tn7 peptide from fibrin DD(E); 0% = median of compound wells per plate | inhibition, % at 8.3 µM | 370,000 tested, 0.13% active;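 active = inhibition above the mean of compounds falling within the control limits plus 3 SD of them, cut at about 14% in these data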;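 note: 0% = plate median of compound wells and 100% = 10 µM Aha-Tn7 peptide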
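Assay system: Human fibrin DD(E) protein | Medium: Tris buffer with calcium and detergent, pH 7.8 | Reagent: 0.1 µM fluorescent Tn7 | Compound dosing: Single point at 8.3 µM | Times: 10 min preincubation, 3 h with tracer, room temperature | Detection: Fluorescence polarization of the labelled Tn7 tracer | Controls: Aha-Tn7 high control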
PRMT1 inh – PRMT1 (human) inhibition, primary screen | recombinant PRMT1, activity-based probe fluorescence polarization | 370,000 tested, 1.3% active | inhibition, % at 2.79 µM;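 active = inhibition above about 21% made by adding two undisclosed values, limit read from the data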
Target sequence (Q99873 whole entry, looked up): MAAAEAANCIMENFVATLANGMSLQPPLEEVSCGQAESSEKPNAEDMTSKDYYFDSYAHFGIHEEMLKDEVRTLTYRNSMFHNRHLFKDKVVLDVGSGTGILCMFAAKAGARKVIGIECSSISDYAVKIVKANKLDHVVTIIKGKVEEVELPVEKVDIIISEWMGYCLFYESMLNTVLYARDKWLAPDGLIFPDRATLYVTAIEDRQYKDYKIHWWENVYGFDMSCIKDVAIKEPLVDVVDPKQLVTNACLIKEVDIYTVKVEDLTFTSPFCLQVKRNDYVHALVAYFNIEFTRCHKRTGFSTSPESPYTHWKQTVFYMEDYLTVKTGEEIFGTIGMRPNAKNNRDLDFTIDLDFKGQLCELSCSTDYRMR
DDE Tn6 FP inh – DD(E)-Tn6 binding inhibition, primary FP screen; P02675; Fibrin DD(E) TRITC-Tn6 fluorescence polarization displacement; inhibition, % at 8.3 µM; 370,000 tested, 0.21% active; AID 720509;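 active = inhibition above a per-campaign cutoff: mean of compounds within control limits plus 3 SD, cut at about 15% in these data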;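 note: 0% = median of all compound wells on the plate and 100% = blocking peptide control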
The depositor's hits bear a star; x = no result given. The order is random; about 4.6% have a hit in one of these screens.

molecule	LEDGF integ inh	SIAE inh	proKLK7 act	UHRF1 binding	MBD2 DNA inh	TDP2 absorb	TCR CD3 inh	Tn7 DDE FP	PRMT1 inh	DDE Tn6 FP inh
COc1ccccc1NC(=O)CSc1c2c(nc3ccccc13)CCC2	-4	-2	0.1	1	-2	-4	-3	2	3	7
COc1ccc(Oc2cn[nH]c2-c2ccc(OCC(=O)NN)cc2O)cc1	0	-11	-0.9	-2	1	-5	-7	0	-2	-1
COc1cc(C(=O)OCC(=O)N2CCC(C)CC2)cc2c1OCCO2	-3	5	0.6	1	-2	3	-3	2	0	-2
O=C(c1ccc(COc2ccccc2Br)o1)N1CCN(c2ccccn2)CC1	2	-1	0.6	3	-7	0	4	-5	0	5
COc1ccc(CNc2ncnc3ccccc23)cc1	-1	-1	0.0	-2	-1	-14	9	-9	-7	6
CC(=O)N=C1C=CC(=CN(O)C(C)(C)Cc2ccccc2)C=C1	1	-3	0.2	-2	-4	6	13	2	0	6
CCN=c1scc(C)n1/N=C/c1ccsc1	-1	1	0.0	-3	3	5	-8	-8	1	0
COc1ccc(/C=C(/NC(=O)/C=C/c2ccccc2)C(=O)O)cc1	-5	1	0.3	0	0	1	-3	4	3	-4
CC(Oc1ccc(F)cc1)C(=O)Nc1cc(S(=O)(=O)N2CCCCC2)ccc1N1CCOCC1 (centres undefined)	-2	-2	-0.3	2	1	-5	-11	-9	-4	-5
Cc1ccc(S(=O)(=O)N(C)C)cc1NC(=O)CSc1nc2ccccc2c(=O)n1CC1CCCO1 (centres undefined)	6	-4	-0.1	2	-2	-14	-7	-4	0	2
O=C(NCC1CCCO1)c1ccc(Cl)c(NS(=O)(=O)c2ccc(F)cc2)c1 (centres undefined)	-1	0	0.0	1	-1	3	-2	-1	-1	9
OC1(CC#CCN2CCCCC2)c2ccccc2-c2ccccc21	-2	-2	-0.1	-2	-4	0	-2	9	-1	0

(list continues)
molecule	LEDGF integ inh	SIAE inh	proKLK7 act	UHRF1 binding	MBD2 DNA inh	TDP2 absorb	TCR CD3 inh	Tn7 DDE FP	PRMT1 inh	DDE Tn6 FP inh
Cc1ccc2cccc(OCC(=O)NCc3ccco3)c2n1	-2	7	-0.2	0	-1	6	4	3	2	-3
CCN(CC)CC#CCC(C)(c1ccccc1)c1ccccc1	3	5	-0.1	-3	1	-9	4	-5	-1	-6
COC(=O)C1CN(Cc2cn(CCOC(C)=O)nn2)CCS(=O)(=O)N1Cc1ccc(OC)cc1 (centres undefined)	5	4	0.2	14	9	-5	x	-7	-2	1
CCOC(=O)Cn1c(=NC(=O)C2COc3ccccc3O2)sc2cc(S(N)(=O)=O)ccc21 (centres undefined)	1	4	-1.0	1	0	9	1	2	2	-3
Cc1ccccc1OCCC(=O)OCC(=O)NC1CCS(=O)(=O)C1 (centres undefined)	-6	-1	0.0	0	1	5	3	1	0	5
CC(=O)N(Cc1c(C#N)c2ccccc2n1C)c1ccccc1	-3	1	0.0	5	-2	2	-4	6	3	-3
Cc1noc(NS(=O)(=O)c2ccc(NC(=O)/C=C/c3ccc(Cl)cc3Cl)cc2)c1C	-1	-18	0.0	2	0	-4	-6	2	-3	-3
CC(C)C[C@H]1COc2cccc(N3CCSCC3)c2S(=O)(=O)N1	4	5	0.1	-2	-5	3	6	-6	-1	4
Cc1cc(C)n(-c2ccc(C(=O)Nc3nc4ccccc4s3)cc2)n1	0	-8	0.0	1	1	-6	2	-1	0	3
CCOC(=O)c1[nH]c2ccc(C)cc2c1N	4	3	-3.6	-1	0	-4	5	-7	4	-6
COc1ccc(OCC(=O)NCCCn2ccnc2)cc1	2	9	0.5	15	-6	13	0	1	1	-1
COC(=O)C1CCN(C(=O)c2sc3nc(-c4ccc(F)cc4)cn3c2C)CC1	-3	2	0.2	1	3	6	-1	-1	3	2

(next part)
molecule	LEDGF integ inh	SIAE inh	proKLK7 act	UHRF1 binding	MBD2 DNA inh	TDP2 absorb	TCR CD3 inh	Tn7 DDE FP	PRMT1 inh	DDE Tn6 FP inh
COC(=O)C1=CN(c2ccc(Oc3ccccc3)cc2)C(N)=C(C#N)C1c1cccc(F)c1 (centres undefined)	-3	0	-11	1	4	3	1	5	0	-4
c1ccc(CCc2cc3ccccc3[nH]2)cc1	-2	10	1.0	2	-3	-11	4	4	1	-2
COc1ccc(CN2CCNC(=O)C2CC(=O)N(Cc2nccn2C)C(C)C)c(OC)c1 (centres undefined)	-4	2	-0.1	0	4	8	-3	5	3	-7
CCc1ccc(N(CC)c2ncnc3nc[nH]c23)cc1	-2	-4	0.1	-1	-1	0	0	4	2	6
CNc1nc(N(C)C)nc(N(C)C)n1	0	-4	-0.3	-1	-4	3	5	-1	-5	5
O=C(Cn1ncc2c(=O)oc3ccccc3c21)NC1CC1	-2	2	0.2	-7	1	8	-2	-7	-1	-4
CN(C(=O)c1cc(S(=O)(=O)N2CCOCC2)cs1)c1ccccc1	1	3	-0.2	-4	-5	14	-1	6	-3	0
CC(C)CC(=O)Nc1ncnc2c1C(=O)CC(C)(C)C2	5	1	-0.9	2	5	2	-8	-2	2	10
CC1CCCCC1NC(=O)COC(=O)c1ccc(N(C)C)cc1 (centres undefined)	2	-1	-0.3	1	4	-6	2	-4	0	-9
CCOC(=O)c1cccc(NS(=O)(=O)c2c(C)[nH]c(C)c2C(=O)N2CCCC2)c1	1	-3	-1.5	3	-1	5	0	-8	7	2
O=S(=O)(c1ccc(F)cc1)N1CCN(Cc2ccccc2C(F)(F)F)CC1	0	3	0.3	0	-1	0	3	-4	-1	9
Cc1noc(C)c1COC(=O)C1(c2cccc(F)c2)CCCC1	-2	-4	-0.3	3	1	-1	-7	6	3	-6

(cont.)
Every second line gives: LEDGF integ inh | SIAE inh | proKLK7 act | UHRF1 binding | MBD2 DNA inh | TDP2 absorb | TCR CD3 inh | Tn7 DDE FP | PRMT1 inh | DDE Tn6 FP inh
- CC(=O)Nc1ccc(NC(=O)C(C)OC(=O)CCC2CCCCC2)cc1 (centres undefined)
    0 | 1 | 0.1 | 2 | 7 | -3 | -3 | -2 | 2 | -1
- CC(CCc1ccccc1)NC(=O)c1cccs1 (centres undefined)
    -3 | 3 | -0.6 | 11 | -2 | -1 | 6 | 6 | 1 | -2
- Cc1cccc(CN2CCCC(C(=O)Nc3ccc(-c4cscn4)cc3)C2)c1 (centres undefined)
    -2 | 7 | 0.1 | 0 | 6 | -16 | 2 | -1 | 0 | 2
- CCc1nnc(NC(=O)c2ccc(S(=O)(=O)N(CC(C)C)CC(C)C)cc2)o1
    1 | -6 | -0.5 | 2 | -4 | -8 | -3 | -4 | -1 | -9
- CCOC(=O)C1CCCN(c2c(NCC3CCCN3CC)c(=O)c2=O)C1 (centres undefined)
    -2 | 7 | -0.2 | 2 | 0 | 11 | 4 | 11 | 0 | -1
- O=C(O)CN1C(=O)C(=O)N(Cc2ccc(C(F)(F)F)cc2)C1=O
    0 | -1 | 0.0 | 1 | 2 | 23 | 7 | -1 | 2 | -8
- COc1ccc(CNC(=O)Nc2ccccc2)cc1
    -2 | -2 | -0.6 | 0 | -3 | 17 | 4 | -5 | -4 | -1
- O=C(CCn1cccn1)N1CCCC(N2CCN(c3cccc(Cl)c3)CC2)C1 (centres undefined)
    -1 | -1 | 0.1 | 0 | -7 | -13 | 6 | 0 | 0 | -1
- CCc1cccc(NC(=O)Cn2c(=O)oc3cc(S(=O)(=O)N4CCOCC4)ccc32)c1
    0 | 4 | -0.1 | 0 | 4 | 7 | -4 | 0 | 4 | 1
- COc1cccc(CN(C)C(=O)COc2cccc3c2OC(C)(C)C3)c1OC
    6 | -4 | 0.4 | -1 | -6 | -19 | -8 | -3 | -5 | -1
- CCc1nnc(-n2nc(C)cc2-c2ccccc2)n1N
    -2 | 0 | -0.4 | -3 | -5 | 5 | -2 | -5 | 0 | 5
- O=C(COC(=O)c1ccc(NS(=O)(=O)c2cccs2)cc1O)NCc1ccccc1
    -2 | -2 | 0.7 | -2 | -5 | -5 | -1 | 4 | 1 | 0
- CC(=O)Oc1cccc(N2C(=O)C3C(C2=O)C2C=CC3C23CC3)c1 (centres undefined)
    -1 | 6 | -0.3 | 1 | 2 | 9 | -2 | 8 | 2 | -1
- CC(C)(C)c1cc(Br)ccc1OCC(=O)Nc1ncn[nH]1
    -1 | -6 | -0.2 | -2 | -3 | 9 | -4 | 1 | 6 | -1
- Cn1c2ccccc2c2c(C(=O)N3CCN(C(=O)c4ccco4)CC3)cn(C3CCCCC3)c(=O)c21
    -2 | -1 | 0.0 | 1 | -1 | -3 | -6 | -3 | 3 | 3
- COc1ccc(CCNC(=O)Cc2ccc(NS(=O)(=O)c3ccc(F)cc3)cc2)cc1OC
    -6 | 6 | -0.1 | 3 | 0 | -1 | -3 | 3 | 0 | -3
- Cc1nc(NC(=O)CCc2ccccc2)ccc1Br
    0 | -2 | -0.1 | 0 | 1 | 2 | -4 | 2 | 1 | 6

Reprinted at random: 6 compounds from above
Every second line gives: LEDGF integ inh | SIAE inh | proKLK7 act | UHRF1 binding | MBD2 DNA inh | TDP2 absorb | TCR CD3 inh | Tn7 DDE FP | PRMT1 inh | DDE Tn6 FP inh
- Cn1c2ccccc2c2c(C(=O)N3CCN(C(=O)c4ccco4)CC3)cn(C3CCCCC3)c(=O)c21
    -2 | -1 | 0.0 | 1 | -1 | -3 | -6 | -3 | 3 | 3
- Cc1nc(NC(=O)CCc2ccccc2)ccc1Br
    0 | -2 | -0.1 | 0 | 1 | 2 | -4 | 2 | 1 | 6
- COC(=O)C1CN(Cc2cn(CCOC(C)=O)nn2)CCS(=O)(=O)N1Cc1ccc(OC)cc1 (centres undefined)
    5 | 4 | 0.2 | 14 | 9 | -5 | x | -7 | -2 | 1
- O=C(CCn1cccn1)N1CCCC(N2CCN(c3cccc(Cl)c3)CC2)C1 (centres undefined)
    -1 | -1 | 0.1 | 0 | -7 | -13 | 6 | 0 | 0 | -1
- CCc1ccc(N(CC)c2ncnc3nc[nH]c23)cc1
    -2 | -4 | 0.1 | -1 | -1 | 0 | 0 | 4 | 2 | 6
- Cc1noc(C)c1COC(=O)C1(c2cccc(F)c2)CCCC1
    -2 | -4 | -0.3 | 3 | 1 | -1 | -7 | 6 | 3 | -6

Source: PubChem BioAssay
